B2AR arrestin: qHTS assay of beta-arrestin-biased ligands of beta2-adrenergic receptor; actives 0.02% (n = 330,000); beta-arrestin recruitment to beta2AR, cell-based reporter; AID 492947, 2010; Beta-2 adrenergic receptor (Homo sapiens), P07550; Potency, µM (doses to about 46.1 µM), for inactives: top-dose activation, most hits filed as activators;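 further: potency means the concentration at half of the fitted maximal effect; 0% = DMSO controls and full agonism = EC100 isoproterenol or metaproterenol; nearly all actives have a fitted effect of over 65% in size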
USP2a block: qHTS Assay for Inhibitors of Ubiquitin-specific Protease USP2a Using CHOP2 as the Reporter | Ubiquitin carboxyl-terminal hydrolase 2 (Homo sapiens), O75604 | USP2 core, Ub-CHOP2 coupled fluorogenic reporter, 485/531 | Potency, µM (doses to about 38.3 µM), for inactives: at the top dose activity change, negative = inhibition, usual class: inhibitors | actives 0.01% (n = 330,000) | AID 463254, 2010;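 further: potency means the concentration at half of the fitted maximal effect; plate controls were DMSO wells for no effect and full inhibition by NEM control for full effect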
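Deubiquitinase activity read as fluorescence (485/531 nm) after Ub-CHOP2 cleavage activates the enterokinase reporter on its substrate; USP2 core 10nM, Ub-CHOP2 and substrate 25nM each, 30min compound preincubation then 60min RT; data normalized to NEM, curves fitted.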
Coupling enz: qHTS Assay for Inhibitors of Fructose-1,6-bisphosphate Aldolase from Giardia Lamblia: Coupling assay counterscreen. coupling enzyme system counterscreen, AmpLite Red fluorescence. activity change, negative = inhibition, % at 58.2 µM, hits read low. AID 2472, 2010. actives 0.67% (n = 290,000); in the data active means activity change below about -30%
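Final compound at 57.5 uM, incubated 10 min at RT with coupling enzyme reagent (glyceraldehyde-3-phosphate), then 20 min with substrate and AmpLite Red detection. Fluorescence read at 525/598 nm; tests interference with the coupling assay, not aldolase inhibition.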
KCNH2 3.1 inh: qHTS for Inhibitors of KCHN2 3.1: Mutant qHTS; Potassium voltage-gated channel subfamily H member 2, brain isoform KCNH2 3.1 (human); U2OS KCNH2 3.1, thallium flux FluxOr; hits give low values; activity change, % (tested at about 1.8 µM); actives 0.95% (n = 340,000); AID 720553, 2013;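 active means maximum activity change below -70%; inconclusive means maximum activity change from -70% to -50%; inactive means maximum activity change above -50%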;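 further: thallium influx rate constant from kinetic fluorescence after stimulation buffer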
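Thallium flux via FluxOr fluorescence (Red40 quencher, 45 min loading) in U2OS cells virally expressing the KCNH2 3.1 isoform (1.77 x 10^8 /mL virus, overnight at 37 C). Rate constants from 2-min kinetic reads post-stimulation, normalised to positive and negative controls.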
Eya2 inh: qHTS Assay for Inhibitors of the Phosphatase Activity of Eya2. Potency, µM (doses to about 76.9 µM), for the others: top-dose activity, negative = inhibition, hits mostly inhibitors. recombinant Eya2, OMFP fluorescence dephosphorylation (OMFP is methylfluorescein phosphate). Protein phosphatase EYA2 (Homo sapiens), O00167. actives 0.006% (n = 330,000); further: potency means the concentration at half of the fitted maximal effect
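Eya2 protein (added as 0.2 uM solution) was preincubated with compound for 10 min at ambient temperature in 50 mM HEPES pH 7.5, 50 mM NaCl, 5 uM MgCl2, 0.05% BSA, 1 mM DTT. OMFP (added at 50 uM) then reacted 10 min; fluorescence read at 485/525 nm.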
Chronic BCR inh: qHTS Assay to Find Inhibitors of Chronic Active B-Cell Receptor Signaling. AID 493014, 2011. ABC-DLBCL IkBa-CBG/CBR reporter, luminescence ratio, 4 h. Potency, µM (top dose mostly 46.1 µM), for inactives: at the highest dose ratio change, negative = lower green/red ratio, usual class: inhibitors. actives 0.05% (n = 340,000); active means well fitted inhibition curve with a large enough effect in the signal ratio, with a control signal flat, not every such curve was filed as active; inconclusive means small, poorly fitted or top-dose-only effect, or effect the other way, or a change in a side signal; the % refers to the signal ratio;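 further: potency means the concentration at half of the fitted maximal effect; plate controls were basal doxycycline-induced cells for no effect and cells given 10 µM MG132 for full effect; MG132 reads +100%, hits lower the ratio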
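Doxycycline induced both beetle luciferases in TMD8 lymphoma cells; IKK-driven degradation limits the IkappaBalpha-fused green signal, while red luminescence normalises for cell number and nonspecific effects. Compounds tested up to 46 uM, 4 hrs.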
GALK inh: qHTS Assay for Inhibitors of Human Galactokinase (GALK). P51570. Purified GALK, Kinase-Glo residual ATP luminescence. Potency, µM (top dose mostly 57.5 µM), without a hit: at the highest dose activity change, negative = inhibition, hits mostly inhibitors. actives 0.007% (n = 270,000); further: potency means the concentration at half of the fitted maximal effect
Target sequence (P51570 whole entry, looked up): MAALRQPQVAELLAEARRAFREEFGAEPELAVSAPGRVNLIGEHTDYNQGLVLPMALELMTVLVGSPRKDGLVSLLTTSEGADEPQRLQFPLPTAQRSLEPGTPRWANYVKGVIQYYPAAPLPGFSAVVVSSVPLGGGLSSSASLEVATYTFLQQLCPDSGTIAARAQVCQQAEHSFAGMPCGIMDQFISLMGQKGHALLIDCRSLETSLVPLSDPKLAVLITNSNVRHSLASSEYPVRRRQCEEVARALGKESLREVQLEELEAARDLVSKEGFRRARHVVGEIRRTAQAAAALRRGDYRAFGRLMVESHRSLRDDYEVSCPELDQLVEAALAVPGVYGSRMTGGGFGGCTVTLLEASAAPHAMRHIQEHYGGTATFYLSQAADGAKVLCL
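GALK at 5 nM final was combined with compound, 35 uM ATP and 100 uM galactose in HEPES pH8.0 with MgCl2 and DTT. The reaction ran one hour at room temperature before luminescent ATP detection.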
Giardia killer: Small Molecules that selectively kill Giardia lamblia: qHTS | AID 540267, 2011 | activity change, % at 7.66 µM, hits read low | Giardia lamblia trophozoite viability | actives 0.15% (n = 340,000); in the data active means activity change below about -80%; inconclusive means between about -30% and that limit;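 further: parasites exposed to compound for two days anaerobically before the ATP read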
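Trophozoite viability was measured as ATP-dependent luminescence, read 15-30 min after reagent addition. Before that, parasites at 100 cells/well were exposed to compounds for 48 h, anaerobically, at 37 deg C.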
KCNH2 WT inh: qHTS for Inhibitors of KCHN2 3.1: Wildtype qHTS; actives 0.37% (n = 340,000); AID 720551, 2013; U2OS, BacMam KCNH2, thallium flux FluxOr; hits give low values; activity change, % at 1.84 µM;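 active means maximum activity change below -70%; inconclusive means maximum activity change between -70% and -50%; inactive means maximum activity change above -50%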
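U2OS cells were transduced with wild-type KCNH2 virus (2.03 x 10^8 / mL) for 4 h at room temperature, then cultured overnight at 37 C. Thallium flux was read with FluxOr dye. Rate constants were normalized to DMSO controls.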
PKM2 act: qHTS Assay for Activators of Human Muscle isoform 2 Pyruvate Kinase; Pyruvate kinase PKM (Homo sapiens), P14618; purified PKM2, Kinase-Glo ATP luminescence, activation; response scale: 0% is enzyme alone, no compound; Potency, µM (doses to about 57.5 µM), for inactives: at the highest dose activation, usual class: activators; actives 0.34% (n = 260,000); further: potency means the concentration at half of the fitted maximal effect; nearly all actives have a fitted effect of over 55% in size
Target sequence (P14618 whole entry, looked up, canonical isoform): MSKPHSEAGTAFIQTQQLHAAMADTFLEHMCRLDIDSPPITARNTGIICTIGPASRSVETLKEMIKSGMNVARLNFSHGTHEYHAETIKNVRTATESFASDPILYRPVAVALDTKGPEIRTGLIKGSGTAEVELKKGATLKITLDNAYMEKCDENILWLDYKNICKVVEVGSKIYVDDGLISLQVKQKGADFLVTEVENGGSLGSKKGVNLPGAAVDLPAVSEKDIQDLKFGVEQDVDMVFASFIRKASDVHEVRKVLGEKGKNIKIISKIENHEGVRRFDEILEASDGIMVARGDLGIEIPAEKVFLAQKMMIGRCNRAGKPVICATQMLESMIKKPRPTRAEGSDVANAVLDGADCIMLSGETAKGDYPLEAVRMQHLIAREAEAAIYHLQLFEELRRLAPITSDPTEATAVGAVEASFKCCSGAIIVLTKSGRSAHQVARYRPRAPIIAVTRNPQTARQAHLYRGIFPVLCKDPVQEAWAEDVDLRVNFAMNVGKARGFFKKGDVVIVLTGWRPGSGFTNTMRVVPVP
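ATP formation by purified human PK-M2, quantified via coupled luciferase luminescence after 1 h at room temperature with 0.1 mM ADP and 0.5 mM PEP final.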
uPA generation: qHTS for Inhibitors of Cell Surface uPA Generation; cell surface uPA generation assay, qHTS; Potency, µM (titrated, usually from 38.3 µM), for inactives: top-dose activity change, negative = inhibition, most hits filed as inhibitors; actives 0.31% (n = 330,000); AID 540303, 2011; active means well fitted inhibition curve with a large enough effect; inconclusive means small, poorly fitted or top-dose-only effect; inactive means no such curve, though single readings can be large or run the other way; tested in mouse RAW 264.7 cells; further: potency means the concentration at half of the fitted maximal effect; nearly all actives have a fitted effect of over 55% in size
Starred values were filed as active, the others as inactive; ? = inconclusive; · = no result given; [ ] = dose if it differs, or a comment. Unless noted, the call rests on the fitted dose curve; in most records, active means well fitted curve in the direction sought with a large enough effect; inconclusive means small, poorly fitted or top-dose-only effect, or another doubt; inactive means no such curve, though single readings can be large; an effect the other way counts as inactive or inconclusive. Unless noted, on the % scale 0 is the no-effect control and ±100 the full control effect.

canonical_smiles	B2AR arrestin	USP2a block	Coupling enz	KCNH2 3.1 inh	Eya2 inh	Chronic BCR inh	GALK inh	Giardia killer	KCNH2 WT inh	PKM2 act	uPA generation
CCOC(=O)C1=C(CNC(C)(C)CC(C)(C)C)NC(=O)NC1c1cccc([N+](=O)[O-])c1 (stereo not given)	-0.1%	-1%	-1	-2	-7%	1%	-1%	15	1	-3%	-2%
Cc1ccc(C(=O)N/C(=C/c2ccc(-c3ccc(Br)cc3)o2)C(=O)NC2CCS(=O)(=O)C2)cc1 (stereo not given)	-1.3%	0%	-1	-40	-2%	-2%	-2%	-2	41	5%	7%
COc1ccc(CN(C)C(=O)C2CCN(C(=O)Nc3ccccc3)CC2)cc1OC	-1.3%	1%	·	0	-11%	9%	·	-4	5	·	-2%
COc1cn(-c2ccccc2)nc1C(=O)OCC(=O)Nc1ccc(C)c(C)c1	-0.2%	-1%	·	5	-24%	?	·	-28	8	·	17%
O=C1/C(=C/c2ccc(C(=O)O)cc2)CCC/C1=C\c1ccc(C(=O)O)cc1	-0.9%	1%	15	-13	7%	1%	-3%	1	4	-5%	29%
CCOc1ccc(NC(=O)C(C)SC(N)=O)cc1 (stereo not given)	0.0%	-2%	0	2	-7%	?	-1%	0	-3	9%	-16%
CN(C)c1ccc(/C=N/NC(=O)c2nnn(-c3nonc3N)c2CN(C)c2ccccc2)cc1	0.4%	1%	4	5	-6%	-2%	4%	-3	3	-3%	4%
Cc1ccsc1/C=C/c1ccc2cccc(O)c2n1	13%	-8%	-5	-35	-24%	?	0%	-4	-6	-13%	·
C#CCNC(=O)C1=C[C@H](c2ccc(C(F)(F)F)cc2)C[C@H](OCc2ccc(CO)cc2)O1	0.3%	-1%	-10	3	-8%	?	0%	10	-14	3%	4%
Cc1ccc(S(=O)(=O)N(C)C)cc1NC(=O)c1ccc2ccccc2n1	0.5%	0%	7	17	1%	-3%	-3%	0	1	-3%	-1%
Cc1ccc(C(=O)c2c[nH]c3c(F)cc(F)cc3c2=O)cc1	-0.8%	5%	7	0	-3%	-1%	2%	-27	-1	0%	3%
COc1ccc(Oc2ccc(N/C=C/C(=O)C(C)(C)C)cc2)cc1	-1.0%	-4%	-11	9	0%	-8%	1%	35[activator]	·	18%	-12%
COc1ccc(S(=O)(=O)Nc2ccc(N(C)C(C)=O)cc2)cc1	-0.1%	1%	3	8	0%	-6%	0%	-10	-5	-4%	4%
O=C1C(=O)N(Cc2ccccc2)C(c2cccc(O)c2)/C1=C(\O)c1ccc2c(c1)OCCO2 (stereo not given)	0.1%	-2%	3	22	-13%	-3%	-1%	8	-5	1%	-1%
COc1ccc(NS(=O)(=O)c2ccc(N3CCCC3)c(N)c2)cc1	-0.1%	1%	0	1	21%	-3%	7%	-10	4	·	-5%
CC/C(=C/c1ccccc1)c1cccc2[nH]c3c(OC)cccc3c12	-1.0%	-5%	-7	-2	-18%	?	·	-1	-11	0%	?
CCN1CCc2c(OCc3ccc(C(=O)OC)o3)cccc2C1=O	-0.3%	-2%	-8	1	-5%	-23%	7%	24	3	11%	-4%
COc1cc(C(=O)Oc2ccc3ccc(O)cc3c2)cc(OC)c1OC	-1.1%	2%	-1	3	8%	-18%	-1%	24	-21	-4%	13%
COc1ccc(-c2cc(C(=O)N3CCN(c4ccccc4O)CC3)c3ccccc3n2)cc1OC	-0.7%	-5%	-4	2	-17%	-1%	-3%	13	-2	11%	-10%
Cc1ccc(CN2CCC(n3nccc3NC(=O)C3CCOC3)CC2)cc1C (stereo not given)	-0.8%	1%	·	7	4%	1%	1%	5	15	-27%	7%
COc1ccc(NC(=O)NNC(=O)COc2cc(C)c(Cl)c(C)c2)c(OC)c1	0.4%	-1%	2	2	4%	2%	4%	-25	-7	-10%	16%
O=[N+]([O-])c1cc([N+](=O)[O-])c(Oc2cccnc2Br)cc1NN1CCCCC1	-0.6%	1%	4	4	-1%	-14%	·	-2	1	-5%	-5%
COc1cc(OC)cc(C(=O)NNC(=O)CCOc2ccccc2OC)c1	0.0%	0%	·	5	10%	-10%	·	-10	-1	·	4%
CCOC(=O)c1cc2ccc3ccccc3c2s1	0.5%	2%	-3	-42	-32%	?	-2%	-8	-10	-4%	2%
CCOC(=O)C(CC)Sc1ccc2nnc(CCNS(=O)(=O)c3ccccc3)n2n1 (stereo not given)	-0.1%	2%	4	17	8%	5%	0%	-3	-2	-1%	-6%
CCOC(=O)C1(Cc2cccc(OC)c2)CCN(Cc2cccnc2)CC1	0.0%	2%	-1	4	4%	?	-1%	-6	-3	3%	1%
O=c1nc(Nc2ccc(OCc3ccccc3)cc2)sc2ncccc12	0.0%	3%	1	-2	-6%	7%	-1%	-4	-16	-22%	-7%
Cc1noc(C)c1COc1ccc(C(=O)Nc2ncccc2O)cc1	0.1%	0%	·	2	6%	-24%	·	9	7	·	-8%
C/C(=N/NC(=O)CNS(=O)(=O)c1ccc(C)cc1)c1cccc([N+](=O)[O-])c1	0.1%	1%	2	8	-3%	?	-1%	1	11	13%	-4%
CCNC(=O)COC(=O)/C=C/c1cccc(F)c1	0.2%	2%	1	-1	10%	?	1%	4	-12	4%	-3%
Cc1cccc(NC(=S)NC23CN4CN(CN(C4)C2)C3)c1	-0.2%	4%	4	5	-17%	1%	0%	-7	-4	-3%	-2%
C=CCC[C@@H](Cc1ccc(F)cc1)C(=O)OC[C@@H](NC(=O)[C@@H](CC=C)CC(=O)N[C@@H](CO)Cc1ccccc1)C(C)(C)C	0.3%	0%	·	·	-12%	?	·	1	·	·	?
COc1ccc(Cl)cc1N(CC(=O)NC(C(C)C)C(C)C)S(C)(=O)=O	-0.8%	2%	0	10	6%	3%	4%	3	-2	-5%	-2%
Cc1ccc2nc(-c3ccc4c(c3)OCCO4)cc(C(=O)O)c2c1	-0.2%	1%	-16	-5	12%	?	-3%	-29	-5	4%	-13%
CCSc1n[nH]c(=O)[nH]c1=O	0.4%	0%	1	7	-2%	-1%	3%	3	-1	-5%	2%
OCC[C@H]1C[C@H](O)[C@@H](O)[C@]2(OCCc3ccccc32)O1	0.1%	1%	·	7	-24%	0%	·	0	-8	·	7%

Rewritten with two lines to a compound: entries from further up.
Results follow in this order: B2AR arrestin | USP2a block | Coupling enz | KCNH2 3.1 inh | Eya2 inh | Chronic BCR inh | GALK inh | Giardia killer | KCNH2 WT inh | PKM2 act | uPA generation
COc1ccc(Cl)cc1N(CC(=O)NC(C(C)C)C(C)C)S(C)(=O)=O
 : -0.8% | 2% | 0 | 10 | 6% | 3% | 4% | 3 | -2 | -5% | -2%
CCSc1n[nH]c(=O)[nH]c1=O
 : 0.4% | 0% | 1 | 7 | -2% | -1% | 3% | 3 | -1 | -5% | 2%
C=CCC[C@@H](Cc1ccc(F)cc1)C(=O)OC[C@@H](NC(=O)[C@@H](CC=C)CC(=O)N[C@@H](CO)Cc1ccccc1)C(C)(C)C
 : 0.3% | 0% | · | · | -12% | ? | · | 1 | · | · | ?
Cc1cccc(NC(=S)NC23CN4CN(CN(C4)C2)C3)c1
 : -0.2% | 4% | 4 | 5 | -17% | 1% | 0% | -7 | -4 | -3% | -2%
Cc1ccc2nc(-c3ccc4c(c3)OCCO4)cc(C(=O)O)c2c1
 : -0.2% | 1% | -16 | -5 | 12% | ? | -3% | -29 | -5 | 4% | -13%
